Screening data deposited in PubChem BioAssay by National Center for Advancing Translational Sciences (NCATS).
HCMV inh: human cytomegalovirus inhibition; HFF cells, HCMV-luciferase reporter, 72 h; active compounds read low; AID 1259415; 410,000 compounds, 4.5% hits; activity change, negative = inhibition, % at 57.5 µM; in the data active = activity change below about -60%; inconclusive = no clear call, values can overlap the other calls; inactive = above about -39%
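Inhibition of viral replication was scored as loss of reporter luminescence in HFFs infected with HCMV-luciferase (MOI 1 PFU/cell) for 72 h; compounds tested at 2 doses, normalized to buffer and Salinomycin controls.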
AMA1 RON2 block: AMA1-RON2 (P. falciparum) interaction inhibition; 360,000 compounds, 0.2% hits; AlphaScreen AMA1-biotinylated RON2 peptide binding; AID 720542; Potency, µM (top dose mostly 58.2 µM), inactives show top-dose activity change, negative = inhibition, hits mostly inhibitors;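 also: potency is read from the fitted curve at half-maximal effect; 0% = vehicle wells and -100% = peptide control; nearly all actives have a fitted effect of over 45% in size; some results filed as inactive show a strong effect at the top dose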
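AMA1 (3D7) with his tag at 25 nM final met compounds first, then biotinylated RON2 peptide at 25 nM; detection used donor plus acceptor beads, 10 µg/mL apiece, read by AlphaScreen after 30 min at room temperature.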
HCV inhibitor: inhibitors of hepatitis C virus infection; Huh7.5.1 HCVcc-Cre infection, luciferase reporter, 44 h; Potency, µM (series often up to 41.8 µM), without a hit: at the top dose activity change, negative = inhibition, usual class: inhibitors; 340,000 compounds, 3.4% hits; also: potency is read from the fitted curve at half-maximal effect
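Reporter virus HCVcc-Cre (~0.5 moi) infects cells exposed to compound; seeding density 1,000 cells/well with 4 h settling beforehand. Luminescence, 15 sec read, taken 44 h post-infection following a 15 min RT substrate incubation.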
FBPA Giardia inh: Giardia lamblia aldolase inhibition | Potency, µM (top dose mostly 59.6 µM), without a hit: at the highest dose activity, negative = inhibition, most hits filed as inhibitors | 290,000 compounds, 0.71% hits | purified Giardia FBPA | A8B2U2; also: potency is read from the fitted curve at half-maximal effect; nearly all actives have a fitted effect of over 55% in size
Target sequence (A8B2U2 whole entry, looked up): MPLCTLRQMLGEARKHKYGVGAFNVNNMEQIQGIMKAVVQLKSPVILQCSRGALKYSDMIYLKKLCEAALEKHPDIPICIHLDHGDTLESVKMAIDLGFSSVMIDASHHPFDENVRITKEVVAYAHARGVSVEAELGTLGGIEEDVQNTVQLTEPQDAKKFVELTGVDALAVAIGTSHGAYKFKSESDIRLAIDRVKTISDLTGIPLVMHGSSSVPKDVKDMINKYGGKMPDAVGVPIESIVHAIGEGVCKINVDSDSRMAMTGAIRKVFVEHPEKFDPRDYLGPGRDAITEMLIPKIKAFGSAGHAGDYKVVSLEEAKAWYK
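Giardia FBPA (40 nM reagent) was preincubated 10 min at RT with compound (up to 57.5 uM final), then substrate plus GAPDH/TPI/NAD/arsenate coupling system with diaphorase/resazurin was added; resorufin fluorescence (525/598 nm) was read after 20 min.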
Sm TGR block: blocks Schistosoma mansoni thioredoxin glutathione reductase; Potency, µM (series often up to 114 µM), for the others: top-dose activity change, negative = inhibition, most hits filed as inhibitors; AID 485364; 360,000 compounds, 3% hits; Q962Y6; purified TGR, DTNB reduction, TNB absorbance 405 nm; also: potency is read from the fitted curve at half-maximal effect; nearly all actives have a fitted effect of over 60% in size
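First, TGR (20 nM dispensed) and NADPH were mixed with compound. Second, a 15 min room-temperature incubation followed. Third, further NADPH and then DTNB were added to start the reaction. Finally, TNB absorbance was monitored kinetically.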
AmpC inh detg: blocks E. coli AmpC beta-lactamase in detergent assay. Potency, µM (series often up to 114 µM), for the others: at the highest dose activity change, negative = inhibition, most hits filed as inhibitors. AID 485294. 370,000 compounds, 0.041% hits. AmpC hydrolysis of nitrocefin, absorbance 480 nm, 0.01% Triton. P00811;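 also: potency is read from the fitted curve at half-maximal effect; 0% = no-compound wells and -100% = no-enzyme wells; nearly all actives have a fitted effect of over 25% in size; some results filed as inactive show a strong effect at the top dose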
Target sequence (P00811 whole entry, looked up): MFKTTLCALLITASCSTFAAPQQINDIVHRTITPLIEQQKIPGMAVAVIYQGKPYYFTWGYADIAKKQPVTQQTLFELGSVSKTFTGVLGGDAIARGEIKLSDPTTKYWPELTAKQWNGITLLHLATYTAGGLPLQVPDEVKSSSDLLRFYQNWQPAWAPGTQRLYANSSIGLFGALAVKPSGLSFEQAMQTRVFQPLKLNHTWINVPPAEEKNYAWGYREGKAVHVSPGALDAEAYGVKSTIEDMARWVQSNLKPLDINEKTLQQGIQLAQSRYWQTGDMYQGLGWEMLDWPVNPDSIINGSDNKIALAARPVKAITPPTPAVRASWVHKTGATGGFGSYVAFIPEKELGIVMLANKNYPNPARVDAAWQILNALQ
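20 mM phosphate pH 7.0 + 0.01% (detergent screen) or 0.0001% Triton X-100; 5.3 nM AmpC reagent; cpd preinc 15 min RT; nitrocefin (800 uM stock) to start; A480 q20 s × 4 min; Activity was normalised to no-enzyme and no-compound control wells.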
* hit, by the source's call; u = inconclusive; x = no result given; [ ] = another dose, or the depositor's remark. Unless noted, calls follow the shape of the dose curve; as a rule, active = well fitted curve in the direction sought with a large enough effect; inconclusive = small, poorly fitted or top-dose-only effect, or another doubt; inactive = no such curve, though single readings can be large; an effect the other way counts as inactive or inconclusive. Unless noted, % is scaled to controls: 0 for no effect and ±100 for the full control effect.

SMILES | HCMV inh | AMA1 RON2 block | HCV inhibitor | FBPA Giardia inh | Sm TGR block | AmpC inh detg
C#CCOCCOCCOCCNc1nc(N2CCN(C(=O)CCCCCCCCCCNC(=O)[C@H](CCCCN)n3cc(C)nn3)CC2)nc(N2CCN(C(=O)CCCCCCCCCCNC(=O)[C@@H]([C@H](C)CC)n3cc(CCCCCN)nn3)CC2)n1 | x | x | 22µM* | x | 25µM* | -13%
O=S(c1ccccc1)C(c1ccccc1)c1ccccc1 (configuration not stated) | 5 | 11% | -16% | x | x | x
Cn1c2ccccc2c2c(C(=O)N3CCC4(CC3)OCCO4)cn(C3CCCCC3)c(=O)c21 | -14 | -6% | -2% | 0% | -24% | 3%
Cc1ccc(CSC(Nc2ccc(F)cc2)=C(C#N)C#N)cc1 | -100* | -7% | 8.9µM* | -11% | -3% | 1%
CCOC(=O)c1cc(-c2ccccc2)sc1NC(=O)CN1C(=O)c2ccccc2C1=O | -11 | 6% | -5% | x | x | x
CCOc1ccc(C(=O)NC(=S)Nc2cccnc2)cc1[N+](=O)[O-] | -19 | 86%[activator] | u | -7% | u | 1%
N#CCCN(C(=O)CCl)c1cccc(Cl)c1 | 13 | -4% | u | 2% | 7.1µM* | 5%
CC(C)Oc1ccccc1C1CC(=O)Nc2c1c(=O)n(C)c(=O)n2C (configuration not stated) | x | x | x | 2% | 0% | u
O=Nc1c(O)n(Cc2ccc(Cl)c(Cl)c2)c2ccccc12 | -29 | -21% | u | 8% | 11% | -7%
CCc1ccc(NC(=O)CCC(=O)Nc2nnc(C(C)C)s2)cc1 | -17 | -7% | 12% | 11% | -8% | 4%
CCOC(=O)/C(C#N)=C/Nc1ccccc1OC(F)(F)F | -24 | -3% | -8% | 0% | 21% | -2%
CCOc1ccc(OCCC(=O)NNC(=O)c2ccncc2)cc1 | -1 | 17% | 18% | x | 1% | -6%
CCOc1ccc(S(=O)(=O)N2CCN(C(=S)NCc3ccccc3)CC2)cc1 | -6 | -5% | u | -5% | -1% | 4%
COc1ccc(N2CCN(CC(=O)NC(=O)NC(C)(C)C)CC2)cc1 | 5 | -19% | u | 4% | 2% | -15%
O=C(CNc1ccccc1F)Nc1cccc(S(=O)(=O)N2CCCCC2)c1 | -1 | -10% | -3% | x | -16% | -18%
COc1ccc(-n2c(COc3ccccc3)n[nH]c2=S)cc1 | 22 | 93%[activator] | 13% | u | 2% | -10%
C[C@@]12C(=O)N(c3ccccc3)C(=O)N1[C@@H]1c3ccccc3OC[C@@H]1[C@H]2c1ccccc1 | u | -2% | u | x | x | x
Cc1ccc(NC(=O)COc2ncnc3sccc23)cc1S(=O)(=O)N(C)C | -19 | -12% | -4% | -1% | -2% | 7%
O=C(CSc1nnc2scc(-c3ccc(Cl)cc3)n12)NCc1ccco1 | -27 | -4% | -9% | 6% | -19% | -11%
C=CCSc1nc(N)c(C#N)c(-c2ccccc2)c1C#N | -1 | -18% | -7% | 7% | -14% | -15%
O=c1[nH]c(C2CCCN(S(=O)(=O)c3cccc(F)c3)C2)nc2c1nnn2Cc1ccccc1 (configuration not stated) | -28 | -2% | 8% | -11% | 2% | 0%
COc1ccc(CN(C#N)c2nc(C)cc(C)n2)cc1 | 8 | -4% | 2% | -1% | 4% | 0%
CCc1cccc(C)c1NC(=O)c1cc(-c2ccncc2)nc2ccccc12 | -12 | -8% | u | x | 5% | 0%
CCCCN(c1ccccc1)c1ncnc(N)c1[N+](=O)[O-] | -102* | -5% | -11% | 11% | -19% | -5%
Cc1cc(C)c2c(CN3CCOCC3)cc(=O)oc2c1C | -15 | -8% | -9% | -9% | 12% | 0%
SMILES | HCMV inh | AMA1 RON2 block | HCV inhibitor | FBPA Giardia inh | Sm TGR block | AmpC inh detg
Cc1ccc(-c2nnc(C)c(N3CCOCC3)n2)cc1 | 34 | -8% | -5% | 3% | 12% | u
CCOc1ccc(CN2C(=O)c3ccccc3C2=O)cc1C(=O)Nc1nnc(SCC)s1 | -9 | 9% | u | 0% | -3% | u
CC(C)c1c(C(=O)N/N=C/c2cccc(OCc3ccc(F)cc3)c2)nnn1-c1nonc1N | -1 | -1% | -14% | x | -3% | -3%
COc1ccccc1NS(=O)(=O)c1cccc(C(=O)N/N=C(\C)c2ccncc2)c1 | -4 | -1% | 5% | x | 0% | u
O=C(NCc1ccccc1)c1ccc(CNc2c(N3CCCC3)c(=O)c2=O)cc1 | -6 | -3% | 5% | 18% | 7% | 6%
CCOC(=O)c1ccc(CNC(=O)CSc2nnc(-c3ccncc3)o2)cc1 | 2 | -4% | 12% | 1% | 1% | -14%
CCOC(=O)CCCNC(=O)CCNC(=O)c1ccc(OCC(C)C)cc1 | -8 | 0% | 13% | 4% | -1% | 1%
O=c1oc(CCO)cc2ccc(C#Cc3ccsc3)cc12 | 28 | 12% | u | x | 3% | 2%
COc1ccc(CNC(=O)c2ccc(-c3nc(CSc4ccc(C)cc4)c(C)o3)cc2)c(OC)c1 | 12 | x | x | x | -6% | 4%
C=CCC1NS(=O)(=O)O[C@H](CCCC)[C@@H]1O (some centres not stated) | u | -4% | -2% | -1% | -13% | -11%
Clc1ccc(-c2csc3ncnc(Cl)c23)cc1 | 9 | -2% | -1% | 2% | 0% | u
Cc1nnc(NC(=O)CCC(=O)N2CCN(S(=O)(=O)c3cc([N+](=O)[O-])ccc3C)CC2)s1 | 12 | -13% | -3% | x | x | x
CCN(CC)c1ccc(NC(=O)CSc2nnc(C)c(=O)[nH]2)cc1 | 0 | x | x | x | -16% | 13%
Cc1ccc2c(c1)cc(CN(Cc1cccnc1)C(=O)c1ccccc1)c1nnnn12 | 53 | 2% | 7% | 9% | -28%[57.1 µM] | 1%
CCOC(=O)c1ccc(NC(=S)N(CCN2CCCCCC2)Cc2cccs2)cc1 | u | -2% | u | 2% | 0% | 0%
COc1ccc(NC(=O)c2sc3nc4c(cc3c2N)CCCCCC4)c(OC)c1 | 4 | x | x | x | -9% | -8%
CCC(=O)Oc1ccc(/C(CC)=C(\CC)c2ccc(OC(=O)CC)cc2)cc1 | -27 | -2% | -3%[8.37 µM] | -6% | 14% | -11%
O=C(O)C1CCN(c2c([N+](=O)[O-])cc(C(F)(F)F)cc2[N+](=O)[O-])CC1 | 33 | 0% | 8% | 19% | 14% | -3%
O=C(CSc1nnnn1-c1ccc(F)cc1)Nc1nc2ccccc2s1 | 24 | 1% | 2% | -1% | -4% | -3%
O=C(NCC1CCCCC1)c1cccc(S(=O)(=O)N2CCCC2)c1 | 0 | -10% | -5% | x | -10% | 1%
COc1ccc(C(C)C)cc1S(=O)(=O)NCCCn1ccnc1 | -3 | 1% | 12% | -2% | -11% | -7%
C#CCOCCOCCOCCNc1nc(N2CCN(C(=O)[C@H](Cc3ccc(O)cc3)n3cc([C@@H](N)CC(C)C)nn3)CC2)nc(N2CCN(C(=O)[C@H](Cc3ccc(O)cc3)n3cc([C@@H](N)CC(C)C)nn3)CC2)n1 | x | x | x | -9% | 18µM* | -8%
NCc1cccc(CNc2ccc([N+](=O)[O-])cc2C(N)=O)c1 | 20 | 0% | -1% | x | 2% | -12%
Fc1ccc2[nH]c3c(N4CCc5ccccc5C4)ncnc3c2c1 | -40 | 7% | 5µM* | 1% | -5% | -8%
CCCN(CCC)C(=O)C1CCCN(c2ncnc3c2nc2n3CCCCC2)C1 (configuration not stated) | u | x | x | x | 16% | 7%

Arranged by heavy-atom count (descending): part of the list above.
SMILES | HCMV inh | AMA1 RON2 block | HCV inhibitor | FBPA Giardia inh | Sm TGR block | AmpC inh detg
COc1ccccc1NS(=O)(=O)c1cccc(C(=O)N/N=C(\C)c2ccncc2)c1 | -4 | -1% | 5% | x | 0% | u
O=C(CSc1nnnn1-c1ccc(F)cc1)Nc1nc2ccccc2s1 | 24 | 1% | 2% | -1% | -4% | -3%
CCN(CC)c1ccc(NC(=O)CSc2nnc(C)c(=O)[nH]2)cc1 | 0 | x | x | x | -16% | 13%
O=c1oc(CCO)cc2ccc(C#Cc3ccsc3)cc12 | 28 | 12% | u | x | 3% | 2%

Going on with the list:
SMILES | HCMV inh | AMA1 RON2 block | HCV inhibitor | FBPA Giardia inh | Sm TGR block | AmpC inh detg
CCn1cc(/C=C(\NC(=O)c2ccccc2F)C(=O)NCCCn2ccnc2)c2ccccc21 | 3 | 0% | -4% | 2% | 58%[activator] | u
COc1cc(-c2cc(OC)c3c(C)oc(C)c3c(=O)c2)ccc1OC(=O)c1cccc(C)c1 | 8 | x | x | x | -1% | 19%
O=C(COc1ccc2ccccc2c1Br)Nc1cccnc1 | -16 | 14% | u | x | -1% | 0%
Cc1noc(-c2ccccc2)c1NC(=O)Nc1ccccc1 | 4 | -11% | 7% | 4% | -1% | -4%
CC(=O)c1ccc(NC(=O)CN2CCN(CC(=O)Nc3ccc(C(C)=O)cc3)CC2)cc1 | 17 | 17% | 9% | 1% | -15% | 0%
Cc1cc(C)n(C(=O)c2ccc(NC(=O)C3COc4ccccc4O3)cc2)n1 (configuration not stated) | 36 | -4% | 3% | -4% | u | -10%
CCN(CC(=O)Nc1ccc(N2CCOCC2)cc1)C(=O)COc1ccccc1OC | 34 | 37%[activator] | 23% | 5% | 5% | -1%
O=C(O)Cc1ccc(C(=O)c2ccc(F)cc2)s1 | 34 | 19% | u | 12% | -10% | -8%
CC(=O)c1cccc(NC(=O)CSc2n[nH]c(=O)n2C2CC2)c1 | 59 | -1% | 9% | x | x | x
CC1CCc2nn(CC(=O)NCc3ccc(F)cc3)cc2C1 (configuration not stated) | -2 | 0% | -3% | 1% | 0% | u
CCN1C(=O)c2ccccc2Sc2ccc(C(=O)NCCCN3CCOCC3)cc21 | 26 | 2% | -9% | 1% | 6% | 4%
COc1ccc(C(CNS(=O)(=O)c2ccc(C)cc2)N2CCN(C)CC2)cc1 (configuration not stated) | -2 | -20% | u | x | 3% | 7%
O=C(CN1CCCCC1)Nc1cccc(-n2cnnn2)c1 | 6 | -1% | 16% | 0% | 3% | 1%
CCOc1ccc(C=C2C(=O)NC(=S)NC2=O)cc1OCC | -29 | 6% | -13% | x | x | x
CCn1c(SCc2nc3cc(OC)c(OC)cc3c(=O)[nH]2)nnc1-c1ccncc1 | -21 | 10% | 5% | -8% | 0% | u
O=C(Nc1cccnc1)c1ccc(-c2ccccc2)cc1 | 1 | -2% | u | 0% | -4% | -4%
Cc1ccc(CNC(=O)c2cc3c(=O)n4cccc(C)c4nc3n(CC3CCCO3)c2=N)cc1 (configuration not stated) | x | x | x | -6% | 2% | 1%
NC(=S)NC1CCS(=O)(=O)C1 (configuration not stated) | 59 | 9% | 18% | 0% | 7% | 5%
CN1C(=O)N(C)C2C1N(CN1CCCCC1)C(=O)N2CN1CCCCC1 (configuration not stated) | -3 | 8% | 22% | 2% | -21% | -17%
CC(=O)N1N=C(c2ccc(C)cc2)OC1c1cccnc1 (configuration not stated) | 77 | -5% | 14% | 4% | -1% | 2%
Cn1c(SCc2ccc(Br)cc2)nc2ccccc2c1=O | -35 | 17% | u | 3% | -1% | -10%
CC(=O)C1=C(O)C(=O)N(CCO)C1c1ccccc1 (configuration not stated) | -18 | -9% | 23% | -22% | -3%[57.1 µM] | -8%

Outcome played no part in choosing rows. About 9.3% of those tested had a hit in this group.
